HSF-1 act – HSF-1 activators, primary screen, NIH3T3-HGL cells, MG132 stress, luminescence, single point; NIH3T3-HGL HSF-1 luciferase reporter, 8 h; 100% = twice DMSO control signal; activation, % at 9 µM; 300,000 compounds, 1.7% hits; AID 504408, 2011;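 active = mean replicate activation of at least 50% with a set share of replicates each reaching 50%; inconclusive = only one of those two conditions met; inactive = mean below 50% and too few replicates reaching it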;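 note: 0% = median of the neutral control wells and 100% = twice that signal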
Platelet DG rel – inhibitors of platelet dense granule secretion, primary screen, cell-based, MLPCN, human platelets | human platelet-rich plasma, SFLLRN dense granule ATP release, luminescence | inhibition, %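 (compounds screened at 7.5 µM in platelet-rich plasma)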 | 300,000 compounds, 0.22% hits;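 active = mean replicate score, as percent of positive control, at or above 50; inconclusive = mean below 50 but at least one replicate at or above 50; inactive = mean and every replicate below 50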
GSK3A inh – blockers of GSK3A enzyme activity – biochemical, luminescence, cell-free homogeneous, HTS, primary screen; Glycogen synthase kinase-3 alpha (Homo sapiens), P49840; GSK-3 alpha kinase, ADP-Glo luminescence, 60 min; inhibition, % at 10 µM; 320,000 compounds, 0.1% hits;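 in the data active = inhibition above about 50%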;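 note: GST-tagged GSK-3 alpha with peptide substrate and 25 µM ATP; 0% = DMSO neutral wells and 100% = GW8510 positive control wells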
Target sequence (P49840 whole entry, looked up): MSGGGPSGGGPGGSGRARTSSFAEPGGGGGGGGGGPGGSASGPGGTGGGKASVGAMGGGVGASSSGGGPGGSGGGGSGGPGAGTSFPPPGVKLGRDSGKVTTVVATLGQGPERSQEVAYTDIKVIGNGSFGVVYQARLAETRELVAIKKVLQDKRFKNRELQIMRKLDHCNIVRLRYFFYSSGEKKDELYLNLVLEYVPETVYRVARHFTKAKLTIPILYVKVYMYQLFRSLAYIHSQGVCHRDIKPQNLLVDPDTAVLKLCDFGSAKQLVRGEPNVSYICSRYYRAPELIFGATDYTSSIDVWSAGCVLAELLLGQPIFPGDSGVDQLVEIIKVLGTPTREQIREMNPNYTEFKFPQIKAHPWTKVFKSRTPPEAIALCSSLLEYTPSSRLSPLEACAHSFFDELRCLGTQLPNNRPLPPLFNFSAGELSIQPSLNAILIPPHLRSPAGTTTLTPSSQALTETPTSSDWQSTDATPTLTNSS
DYRK1A inh – rat Dyrk1A kinase inhibitors, primary screen, biochemical, single point, plate reader | ADP-Glo luminescence, NFATc1 peptide | inhibition, % at 12.5 µM | 310,000 compounds, 0.43% hits | AID 504441, 2011; in the data active = inhibition above about 50%;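 note: plate controls were vehicle with enzyme for no effect and no enzyme for full effect; many of its hits are not listed in these tables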
HSP90 inh – HSP90 inhibitors, primary screen, cell lysate, luminescence. Heat shock protein HSP 90 (rabbit reticulocyte lysate; luciferase refolding). Rabbit reticulocyte lysate, luciferase refolding luminescence, 3 h. inhibition, % at 5.6 µM. 290,000 compounds, 0.91% hits. AID 1789, 2009;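 active = inhibition above the screen-wide mean plus 3 SD, computed separately per campaign, cut at about 16% in these data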;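 note: 0% = DMSO wells and 100% = 60 µM geldanamycin wells; inhibitors lower the luminescence because luciferase stays unfolded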
HSF1 inh – HSF1 inhibitors in luciferase reporter cells, primary screen, cell-based, NIH3T3, luminescence; NIH3T3-HGL HSE-luciferase, MG132-induced, luminescence 8 h; stronger effect = lower value; activity change, negative = inhibition, % at 7.5 µM (by protocol); 300,000 compounds, 0.77% hits; AID 2098, 2009;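 active = more than half of replicate wells show activity change below -50%, luminescence cut by over half; inconclusive = some wells, but at most half, below -50%; inactive = no replicate well below -50%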;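 note: luciferase reports HSF-1 transcriptional activity via heat shock element; 0% = median of DMSO wells and -100% = zero luminescence signal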
HDAC3 inhib – HDAC3 deacetylase inhibitors, primary screen, biochemical, fluorescence, cell-free homogeneous | recombinant HDAC3, fluorogenic peptide/trypsin coupled | inhibition, % at 8.3 µM | 320,000 compounds, 0.15% hits | AID 2718, 2010; in the data active = inhibition above about 26%, passing the limit was not always enough; inconclusive = no clear call, values can overlap the other calls
AI-2 QS mod – Vibrio harveyi AI-2 quorum sensing modulators, primary screen, JMH597 strain, luminescence/OD600 ratio; 300,000 compounds, 0.4% hits; Vibrio harveyi JMH597 AI-2 luminescence/OD600 ratio, 9 h; stronger effect = lower value; strain lacks LuxN and CqsS sensors; 0 = neutral-control median; activity change, % at 7.5 µM; AID 2094, 2009; in the data active = activity change below about -75%, passing the limit was not always enough; inconclusive = no clear call, values can overlap the other calls;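 note: luminescence divided by OD600 gain over 9 h not by final OD600 alone; inactives centre near 13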
GSK3B inh – human GSK3beta kinase inhibitors, primary screen, biochemical, cell-free homogeneous, HTS. Glycogen synthase kinase-3 beta (Homo sapiens), P49841. GST-GSK3beta kinase, ADP-Glo luminescence, 60 min; stronger effect = lower value. activity score (negative = inhibition), % at 10 µM. 300,000 compounds, 0.038% hits;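 active = more than half of replicate wells score below -50%, meaning over 50% inhibition versus plate controls; inconclusive = some replicates but at most half score below -50%; inactive = no replicate scores below -50%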;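 note: 0% = median DMSO wells and -100% = median GW8510 positive control wells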
Target sequence (P49841 whole entry, looked up): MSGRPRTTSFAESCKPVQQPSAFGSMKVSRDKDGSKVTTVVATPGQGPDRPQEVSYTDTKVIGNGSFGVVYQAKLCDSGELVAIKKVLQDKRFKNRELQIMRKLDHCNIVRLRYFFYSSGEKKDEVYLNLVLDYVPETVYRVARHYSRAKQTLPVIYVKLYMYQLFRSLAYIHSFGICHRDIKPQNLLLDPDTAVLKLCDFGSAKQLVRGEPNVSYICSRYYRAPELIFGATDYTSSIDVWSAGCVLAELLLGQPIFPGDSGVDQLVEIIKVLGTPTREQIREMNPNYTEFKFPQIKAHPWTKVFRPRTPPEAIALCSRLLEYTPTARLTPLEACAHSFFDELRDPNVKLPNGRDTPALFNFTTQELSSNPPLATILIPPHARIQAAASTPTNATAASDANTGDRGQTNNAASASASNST
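Test system – GST-tagged human GSK3beta kinase, cell-free · Incubation – 60 min enzyme reaction, room temperature · Signal – ADP-Glo luminescence · Also added – peptide substrate and ATP at 25 µM · Controls – DMSO neutral wells and GW8510 at 20 µM as positive · Buffer or medium – Tris/MgCl2 kinase buffer · Measure – Luminescence-derived activity versus plate DMSO and GW8510 wells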
PolyA inh – polyadenylation inhibitors in yeast reporter cells, primary screen, luminescence, S. cerevisiae. S. cerevisiae SKY197-pL101 polyadenylation reporter, beta-gal luminescence; efflux-impaired pdr1/pdr3 knockout yeast; score 100 = 6 SD above DMSO. calls only at 12 µM. 300,000 compounds, 0.02% hits;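 active = lowest replicate activity score at least 50, where 100 means six control SD above control mean; inconclusive = lowest score under 50 but half or more replicates reach 50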;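 note: yeast exposed to compound for 9 h at 30 °C; higher score means more reporter readthrough which indicates perturbed polyadenylation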
* = called active by the depositor; i = inactive; ? = inconclusive; · = not tested or not shown. Only part of the results is shown; the hit share may differ from the screen's.

SMILES,HSF-1 act,Platelet DG rel,GSK3A inh,DYRK1A inh,HSP90 inh,HSF1 inh,HDAC3 inhib,AI-2 QS mod,GSK3B inh,PolyA inh
CCc1ccc(C(=O)NCc2ccc(Cl)cc2)cc1,-11.7,-5.2,-0.8,0.2,0.8,5.9,1.3,5.5,0.8,·
Cc1ccc(C(=O)NCc2ccncc2)cc1S(=O)(=O)Nc1cccc(C)c1C,-6.8,-4.2,3.3,-8.6,1.0,-2.4,3.4,-0.9,4.1,i
O=C(c1ccco1)N1CCN(S(=O)(=O)c2cc(Cl)ccc2Cl)CC1,23.0,1.1,3.5,-1.6,4.3,4.2,1.9,4.2,1.0,i
O=C(O)/C=C\c1ccccc1Oc1ccc(F)cc1,11.5,-0.8,-1.1,4.2,-0.9,2.3,1.7,53.6,4.3,i
O=C(CCN=C1NS(=O)(=O)c2ccccc21)OCC(=O)c1ccccc1,-7.4,-1.7,-1.7,-6.2,·,2.1,3.4,12.8,1.4,i
Cc1ccccc1OCCC(=O)Nc1cc(S(=O)(=O)N2CCOCC2)ccc1OC(C)C,17.3,11.5,-1.3,-1.9,2.4,-2.1,-2.5,4.5,0.3,·
CCOc1ccc(C(=O)CCC(=O)Nc2ncccc2O)cc1,9.3,13.9,-2.7,11.0,·,0.5,-5.4,20.8,2.9,i
O=C(Cc1n[nH]c(=O)c2ccccc12)OCc1c(Cl)cccc1Cl,41.4,-4.1,-0.1,11.5,6.0,16.3,-0.7,28.7,-2.0,i
Cc1ccc(C(=O)NC(=C(Cl)Cl)S(=O)(=O)c2ccc(C)cc2)cc1,27.9,4.0,0.3,1.4,-2.1,20.5,-5.5,6.3,-1.0,·
COc1ccc(CC(=O)Nc2ccc(C(N)=O)cc2)cc1,-27.4,-4.0,-1.3,-2.0,3.1,-5.0,-2.7,?,2.4,i
Cn1ccnc1SCC(=O)Nc1cc(F)ccc1F,-2.1,-19.0,-1.0,-4.1,-2.0,-0.9,-7.3,10.7,0.2,i
COc1ccc(/C=N/NC(=O)c2nonc2N)cc1OC,9.5,-0.9,2.4,-0.3,3.2,1.6,9.4,8.4,-0.1,i
COc1ccccc1CN(Cc1nc2ccccc2c(=O)[nH]1)C(=O)Nc1cccc(C)c1,5.6,8.9,-0.6,-5.2,4.0,10.9,2.2,27.9,1.4,i
COc1cccc(Nc2nc(N)nc(C(F)(F)F)n2)c1,6.2,2.8,2.3,41.1,0.8,11.3,4.7,10.8,-3.2,i
Cc1cc(C)c(C(N)=O)c(Nc2cccc3ccccc23)n1,-41.2,2.8,2.5,1.2,3.5,-24.8,0.2,33.0,-1.1,i
COc1cc(Br)cc(/C=C/c2ccc3cccc(O)c3n2)c1OC,10.4,16.3,4.0,-2.4,6.6,-3.1,3.6,3.9,-1.3,i
COc1cc(/C=N/NC(=O)c2ccncc2)ccc1OCc1cnc(Cl)s1,31.0,-30.5,1.3,4.6,-3.0,25.0,13.6,-11.7,0.9,i
Cc1ccc(C)c(OCCCC(=O)N2CCOCC2)c1,28.4,-11.3,0.2,-6.2,3.9,15.5,3.1,5.4,1.6,i
CCOC(=O)C1(Cc2ccc(OC)cc2)CCN(C(=O)c2ccc3[nH]ccc3c2)CC1,18.3,-2.1,2.1,8.2,5.8,6.0,·,29.5,-2.1,i
Cc1cc(SCC(=O)NC2CCCCC2)nc2ccccc12,-0.7,1.5,-0.6,13.0,-1.6,4.6,-10.4,20.6,-1.8,i
Cc1cccc(C)c1NC(=O)NN=C1CCCCC1,6.9,-10.8,-3.4,·,-0.7,-4.4,5.8,-3.8,3.0,i
COCCNC(=O)CN(CCc1ccccc1)S(=O)(=O)c1ccc(Br)cc1,10.9,-6.6,-1.3,10.4,2.2,2.0,-2.7,3.4,1.2,i
O=C(CSCc1ccc(F)cc1)Nc1ccccc1,-3.6,-0.8,-0.7,3.4,0.2,4.6,4.4,16.4,-11.6,i
O=C(CCC1CCCC1)N1CCN(C(=O)c2ccco2)CC1,-10.1,-50.0,-1.7,3.0,-1.0,6.2,1.4,14.0,0.9,i
CCCCCCOC(=O)C(C#N)c1nc2ccccc2nc1N1CCOCC1 (centres undefined),-14.2,-5.6,5.9,3.4,1.9,0.3,-1.9,3.0,2.9,i
COc1ccc(-c2noc(CSc3nnc(-c4ccccc4)n3C)n2)cc1,6.0,1.3,0.6,1.6,-1.2,-1.5,-1.6,8.3,-28.4,i
O=C(COC(=O)c1cccc(S(=O)(=O)NCc2ccccc2)c1)NCC1CCCO1 (centres undefined),-9.7,-2.8,-1.2,3.8,2.6,1.0,-3.0,21.2,-1.5,i
Cc1cc(C)cc(OCC(=O)OCc2nnc(-c3ccccc3)o2)c1,-4.4,-3.4,-2.4,13.5,2.5,-3.6,-0.4,25.4,4.1,i
CCOc1ccc(-n2nnc3c(=O)n(CC(=O)N4CCCc5ccccc54)cnc32)cc1,-9.2,-8.4,-0.8,-2.8,-0.9,-6.7,·,-1.0,0.0,i
COc1ccc(/C(N)=N/OC(=O)CC2CCCCC2)cc1OC,38.5,-7.3,3.5,-1.9,3.4,14.6,·,11.2,0.5,i
C/C(=N/Nc1ncc(Br)cn1)c1ccc(Br)cc1,8.3,-10.6,0.8,-9.6,-1.8,9.3,-2.2,17.2,-0.7,i
COc1ccc(C(=O)Nc2ccc(C(=O)N3CCCC3)cc2)cc1[N+](=O)[O-],10.6,-10.7,5.4,·,8.2,-6.1,7.5,31.2,1.5,i
C=CCn1c(-c2ccc(OC)c(OC)c2)cs/c1=N\c1ccccn1,-10.4,8.4,5.1,10.5,1.8,8.6,2.0,5.9,-4.7,i
O=C(CN1CCN(C(=O)N2CCOCC2)CC1)Nc1cc(Cl)ccc1Cl,4.4,0.2,-0.5,1.7,1.5,1.4,-5.5,11.6,-0.4,i
C=C(C)CSc1nc(N)c(C#N)c(-c2ccc(C)cc2)c1C#N,28.3,-10.0,-1.4,-2.2,-1.3,13.5,8.6,6.6,3.6,i
CCN1CCN(C(=O)c2c(-c3ccccc3)noc2C)CC1,-13.1,-2.0,-0.4,0.8,4.9,-4.1,-4.3,29.1,0.0,i
CC(C(=O)c1ccccc1)n1cnc2ccccc2c1=O (centres undefined),10.7,-0.3,-2.3,5.9,-0.3,8.5,-0.3,36.5,-3.1,i
CCCCN(CCCC)CCNC(=O)CSCc1ccc(C)cc1,-12.8,5.9,0.3,-0.5,3.2,-1.4,-0.6,8.8,-0.4,i
COCCn1ccc2c(OCC(=O)Nc3ccccc3OC)cccc2c1=O,-5.5,5.0,·,·,·,-8.2,·,25.6,0.0,i
CC1=C(C)CS(=O)N(S(=O)(=O)c2ccccc2)C1 (centres undefined),22.7,-0.4,2.2,4.3,8.1,12.8,1.6,43.5,-0.5,i
Cc1ccc(/C=N/NC(=O)c2cccnc2)s1,8.7,10.8,1.1,-1.0,0.8,8.9,6.8,-14.5,-0.9,i
CNc1ccccc1C(C)(C)c1cc(-c2cccc(OC)c2)no1,-9.7,0.1,-2.1,2.1,1.9,-9.9,12.9,8.0,2.3,i
NC(=O)C1=NOC(CNc2ncc(C(F)(F)F)cc2Cl)C1 (centres undefined),3.2,-5.3,-3.7,8.8,-4.0,3.9,-1.2,28.0,0.1,i
COc1ccccc1/C=C(/NC(=O)c1ccc(Cl)cc1Cl)C(=O)O,-11.0,-2.0,-1.2,-0.7,2.2,-5.3,-5.9,23.9,3.4,i
COc1ccc(C(C(=O)NCc2ccccc2)N(Cc2ccco2)C(=O)c2snc(C(N)=O)c2N)cc1OC (centres undefined),1.5,3.1,-1.4,2.3,-3.0,-4.1,6.8,11.8,-2.8,i
COC(=O)c1cnn(-c2ccccc2)c1C(OC)OC,-3.7,-1.4,-0.2,·,1.8,0.1,-4.3,22.5,-25.0,i
C(=N\Nc1nncc2ccccc12)/c1ccccn1,43.2,35.0,6.3,19.7,28.9*,19.5,-7.0,6.5,-3.2,i
CC1(C)CC2CC(C)(CN2c2ncnc3ccc(Br)cc23)C1 (centres undefined),-4.3,-2.7,29.3,26.9,3.3,-4.3,2.6,8.3,-25.6,i
C=CCn1c(=O)c(C#N)cc2c(=O)n3ccccc3nc21,·,0.4,-0.6,-7.5,2.9,·,-47.5,0.3,1.1,i
COc1ccc(-c2noc(-c3ccc(Cl)cc3[N+](=O)[O-])n2)cc1OC,52.7*,1.4,0.5,1.9,-4.9,25.5,0.1,-16.3,-2.2,i
O=C(CSc1nc2[nH]ncc2c(=O)[nH]1)N1CCCC1,-5.3,0.6,1.8,0.4,0.2,1.6,-5.0,18.7,-0.8,i
COC(=O)c1c(NC(C)=O)sc2c1CCCC2,26.7,2.3,1.6,1.2,0.8,-3.2,-0.4,17.2,6.1,i

Screening data deposited in PubChem BioAssay by several laboratories.
